Source: PubChem BioAssay (NCI)
All columns: NCI-60 one-dose screen, growth in % after 48 h at 10 µM unless noted; 100 = growth as untreated, 0 = no growth, -100 = all killed.
RXF 393 = RXF 393 renal cancer cells. hit rate 6.9% among 77,000
A498 = A498 renal cancer cells | hit rate 5.4% among 76,000
UO-31 = UO-31 renal cancer; hit rate 5.2% among 81,000
DU-145 = DU-145 prostate cancer | hit rate 4.2% among 81,000 | AID 1794760
CAKI-1 = CAKI-1 renal cancer; hit rate 4.7% among 75,000
SN12C = SN12C renal cancer cells. hit rate 3.8% among 81,000
TK-10 = TK-10 renal cancer cells; hit rate 3.9% among 81,000; AID 1794769
786-0 = 786-0 renal cancer cells | hit rate 5.1% among 81,000 | AID 1794775
ACHN = ACHN renal cancer. AID 1794771. hit rate 4.9% among 81,000
Numbers without * were called inactive; / = no result given. Rule for the calls: active = growth percent below 10; inactive = the rest.

entry	compound	RXF 393	A498	UO-31	DU-145	CAKI-1
1	Cc1ccc(-c2nn(-c3ccccc3)cc2C2CC(c3ccc(Cl)cc3)=NN2c2ccc(S(N)(=O)=O)cc2)cc1 (stereo not given)	85	77	58	91	88
2	CCN(CC)CCNC(=O)C(F)(F)C(F)(F)C(F)(F)F	98	102	90	115	95
3	CN(C)CCC(CCN(C)C)(C(=O)O)c1ccccc1	112	90	88	115	95
4	COc1cc(NC(=O)c2ccc3c(c2)nc(-c2ccco2)n3CCCOC(C)C)cc(OC)c1OC	83	87	72	97	80
5	COc1cc2c(c(OC)c1OC)C(=O)CC(c1cccc(C(=O)Nc3ccccc3Br)c1)O2 (stereo not given)	110	91	70	84	85
6	CCc1ccc(Oc2c(-c3ccc(OCc4ccc(Cl)cc4)cc3O)n[nH]c2C(F)(F)F)cc1	65	11	-10*	15	30
7	CCCCC/C=C\C/C=C\CCCCCCCCOc1cccc(CCOP(=O)(O)OCC[N+](C)(C)C)c1	104	91	92	113	93
8	CCC(CC)C(=O)OCC(=O)[C@@]1(O)CC[C@H]2[C@@H]3CCC4=CC(=O)CC[C@]4(C)[C@H]3[C@@H](O)C[C@@]21C	130	92	82	98	88

entry	SN12C	TK-10	786-0	ACHN
1	71	102	100	89
2	108	108	87	101
3	98	106	105	98
4	88	107	93	95
5	80	94	88	90
6	15	16	64	5.7*
7	99	106	103	107
8	83	102	108	94

Some entries already given with just ACHN, CAKI-1 and 786-0.
| entry | compound | ACHN | CAKI-1 | 786-0 |
| --- | --- | --- | --- | --- |
| 1 | Cc1ccc(-c2nn(-c3ccccc3)cc2C2CC(c3ccc(Cl)cc3)=NN2c2ccc(S(N)(=O)=O)cc2)cc1 (stereo not given) | 89 | 88 | 100 |
| 2 | CCN(CC)CCNC(=O)C(F)(F)C(F)(F)C(F)(F)F | 101 | 95 | 87 |

(next part)
entry	compound	RXF 393	A498	UO-31	DU-145	CAKI-1
9	CN(C1c2ccccc2Oc2ccccc21)S(=O)(=O)c1ccc(Cl)cc1	86	98	80	111	79
10	COc1ccc(/C=C2/C(=O)NC(SCC(=O)N3CCN(c4cc5c(cc4F)c(=O)c(C(=O)O)cn5C4CC4)CC3)=NC2N)cc1OC (stereo not given)	109	107	87	104	94
11	COc1ccc(CNc2nc3ccc(OC/C(=C\F)CN)cc3o2)cn1	47	41	60	92	63
12	OCCN(CCO)c1ccc(Oc2ccccc2)cc1	112	95	86	112	97
13	CCC(=O)c1ccc(OCc2ccccc2)cc1	97	84	89	100	75
14	O=C(COc1ccc(/C=C2\Oc3ccccc3C2=O)cc1)c1ccc(Cl)cc1	92	112	110	119	82
15	CCN1CCCCN(CC(=O)NC23CC4CC(CC(C4)C2)C3)CC1	104	87	85	109	/
16	Cc1cc(Nc2ncnc3ccc(NC4=NC(C)(C)CO4)cc23)ccc1Oc1ccn2ncnc2c1	0.5*	-16*	15	35	14

entry	SN12C	TK-10	786-0	ACHN
9	/	91	66	98
10	104	112	102	104
11	76	67	93	102
12	100	99	101	102
13	86	100	92	101
14	103	120	91	104
15	100	85	102	106
16	33	1.7*	30	21

(next part)
entry	compound	RXF 393	A498	UO-31	DU-145	CAKI-1
17	CC(C)C1=CC23CCC4C(C)(C(=O)O)CCCC4(C)C2CC1C1C(=O)N(c2ccccc2)C(=O)C13 (stereo not given)	99	127	/	97	85
18	Cn1c2ccc(F)cc2c2n[nH]c(=O)nc21	108	105	77	116	83
19	CC[S+](CC)CC(=O)c1ccc(Br)cc1	108	95	98	122	86
20	Cc1ccc(C)c2c1sc1nc3nc4sc5cc(Cl)c(Cl)cc5n4c(=N)c3c(=N)n12	128	108	83	123	102
21	O=C(Oc1ccc(CO[N+](=O)[O-])cc1)c1ccccc1	-86*	-71*	-90*	-95*	-97*
22	O=C(O)c1cn(C2CC2)c2cc(N3CCN(Cc4cc(O)ccc4O)CC3)c(F)cc2c1=O	90	98	70	102	92
23	Cc1ccccc1CC(=O)O	114	99	77	122	71
24	CC(CO)CC1CCC(C(C)(C)C)CC1 (stereo not given)	102	85	88	107	96

entry	SN12C	TK-10	786-0	ACHN
17	95	98	/	84
18	99	99	101	103
19	101	97	104	112
20	107	140	118	91
21	-88*	-97*	-88*	-85*
22	91	96	83	97
23	106	102	106	104
24	101	85	98	109

(continued)
entry	compound	RXF 393	A498	UO-31	DU-145	CAKI-1
25	COc1cc2nc(-c3cccs3)cc(OCCCN3CCC(O)CC3)c2cc1OC	63	/	60	81	80
26	COc1ccc(-c2nc(N/N=C/c3ccccc3F)nc(N3CCOCC3)c2C#N)cc1	/	35	63	102	87
27	C(=Nc1ccccc1)c1ccc[nH]1	110	135	75	106	96
28	CNC(=O)c1cc(N2CCc3cc(NC(=O)Nc4ccc(Cl)c(C(F)(F)F)c4)ccc32)ccn1	-8.9*	80	68	64	54
29	CCCCCCCCCCCCO	108	80	90	110	99
30	Cc1ccccc1-n1c(C)nc2cc(N)ccc2c1=S	124	80	78	98	95
31	Cc1cc(N=Nc2ccccc2)c(N)cc1N	92	83	78	100	92
32	O=c1ccn(CCOc2nc(-c3ccc(F)cc3)cc(-c3ccco3)n2)c(=O)[nH]1	118	113	67	123	135

entry	SN12C	TK-10	786-0	ACHN
25	73	73	84	39
26	93	113	67	101
27	96	109	104	95
28	65	87	50	38
29	103	89	93	101
30	91	91	103	98
31	90	114	90	92
32	107	127	104	105

Copied from the listing, three compounds:
entry	compound	RXF 393	A498	UO-31	DU-145	CAKI-1
25	COc1cc2nc(-c3cccs3)cc(OCCCN3CCC(O)CC3)c2cc1OC	63	/	60	81	80
26	COc1ccc(-c2nc(N/N=C/c3ccccc3F)nc(N3CCOCC3)c2C#N)cc1	/	35	63	102	87
27	C(=Nc1ccccc1)c1ccc[nH]1	110	135	75	106	96

entry	SN12C	TK-10	786-0	ACHN
25	73	73	84	39
26	93	113	67	101
27	96	109	104	95

Next part:
entry	compound	RXF 393	A498	UO-31	DU-145	CAKI-1
33	O=Cc1cn(S(=O)(=O)c2ccc3ccccc3c2)c2ccccc12	89	92	60	100	71
34	CC(=O)c1ccc2[nH]c(C)cc(=O)c2c1	117	93	80	109	96
35	CC1=C(CC(=O)O)c2cc(F)ccc2/C1=C\c1ccc(S(C)=O)cc1 (stereo not given)	131	102	86	110	97
36	COC(=O)C1=C(C)NC(C)=C(C(=O)OC)C1c1ccccc1[N+](=O)[O-]	94	87	91	103	86
37	Cc1ccccc1NC(=O)Oc1ccc(Cl)cc1C(=O)c1ccccc1	82	107	49	87	92
38	C/C=C(/C)C(=O)O[C@@H]1CC(C)(C)CC2C34OC(=O)[C@@]21CC[C@@]3(C)[C@]1(C)CCC2C(C)(C)C(=O)CC[C@]2(C)C1C[C@@H]4Cl (stereo not given in full)	108	90	84	104	80
39	O=C(O)CNCc1ccccc1	105	92	90	112	90
40	CC(=O)NC1COC(CO)C(OC2OC(CO)CC(O)C2NC(C)=O)C1O (stereo not given)	114	/	80	107	85

entry	SN12C	TK-10	786-0	ACHN
33	76	106	97	95
34	108	108	103	101
35	102	101	101	99
36	95	108	101	79
37	88	113	102	88
38	102	87	90	102
39	102	94	100	113
40	98	134	105	94

(more compounds)
entry	compound	RXF 393	A498	UO-31	DU-145	CAKI-1
41	Nc1cnc(Nc2ccc(Br)cc2)nc1N	90	110	73	113	76
42	O=C1CC(=NCC(=O)n2c(-c3ccccc3)nc3ccccc32)NN1	110	56	69	115	76
43	c1ccc2c3c([nH]c2c1)CCCC3	89	126	70	136	111
44	OC(c1ccccc1)C1(c2ccccc2)OCCO1 (stereo not given)	96	105	94	109	94
45	CCOc1ccc(NC(=O)CSc2oc(-c3ccccc3)nc2S(=O)(=O)c2ccccc2)cc1	105	81	61	95	80
46	Cc1nc2ccccc2c(/C=C/c2ccc(Cl)cc2)c1C(=O)/C=C/c1ccc(C(F)(F)F)cc1	-86*	-90*	-100*	-84*	-95*
47	COC(=O)C1=NC(=S)N=C(C(=O)OC)C1(C)C(=O)c1ccc(Cl)cc1	105	119	87	111	92
48	COC(=O)c1ccc([N+](=O)[O-])o1	110	87	95	102	106

entry	SN12C	TK-10	786-0	ACHN
41	88	109	111	111
42	99	155	107	93
43	91	107	102	96
44	97	103	103	94
45	97	98	89	84
46	-71*	-83*	-85*	-100*
47	100	105	108	109
48	102	99	105	110

(listing goes on)
entry	compound	RXF 393	A498	UO-31	DU-145	CAKI-1
49	COc1cc(CNC(=O)C2CSC3(C)c4ccccc4C(=O)N23)cc(OC)c1OC (stereo not given)	99	91	90	109	90
50	COc1cc2cc(Oc3ccc(NC(=O)c4ccccc4)cc3)c(C)nc2cc1OC	53	89	81	100	85
51	CC1=C(SCCC(=O)N2CCNCCNCCNCC2)C(=O)c2ccccc2C1=O	133	123	111	103	88
52	CC(C)=CCC/C(C)=C/CC/C(C)=C/CCc1cc(C)oc1C	/	102	72	101	102
53	N=C(N)c1ccc(-c2ccc(-c3ccc(Cl)cc3Cl)o2)cc1	32	/	-84*	-18*	17
54	Oc1ccc(-c2nc3ccc4[nH]ncc4c3c3c2CCCC3)c(F)c1	16	30	18	37	13
55	CCOC(=O)n1cc(-c2nonc2-c2cn(C)c3ncccc23)c2ccccc21	82	99	58	97	58
56	C#C[C@]1(O)CC[C@H]2[C@@H]3CC=C4c5sc(-c6ccccc6)nc5CC[C@]4(C)[C@H]3CC[C@@]21C	32	91	77	96	55

entry	SN12C	TK-10	786-0	ACHN
49	92	102	102	97
50	81	/	118	81
51	109	209	110	94
52	95	101	92	83
53	-78*	30	-86*	-89*
54	45	29	29	12
55	87	98	89	80
56	88	126	43	86

Further structures
entry	compound	RXF 393	A498	UO-31	DU-145	CAKI-1
57	O=S(=O)(CCN1CCOCC1)Nc1cncc(-c2ccc3ncnc(Nc4ccc(F)c(Cl)c4)c3c2)c1	85	73	52	65	72
58	O=C(/C=C/C(=O)n1ccc2ccccc21)n1ccc2ccccc21	111	106	56	120	95
59	CN(C)CCNC(=O)c1ccc(-c2nc3ccc4[nH]ncc4c3c3c2COCC3)cc1	/	-60*	83	4.9*	/
60	c1ccc(-c2ccc3c(c2)NC(C2Nc4cc(-c5ccccc5)ccc4O2)O3)cc1 (stereo not given)	141	/	101	130	/
61	N#CC1=C(Nc2ccccc2Cl)SC(c2c(Cl)cccc2Cl)NC1=O (stereo not given)	48	146	/	93	84
62	CC(C)CCN(CCC(C)C)CC(O)c1cc2c(c3ccccc13)CCCC2 (stereo not given)	62	52	49	61	77
63	CCCC/C(=C\c1ccc(O)c(OC)c1)C(=O)NC(Cc1ccccc1)C(=O)C(=O)NCCc1ccc(OC)cc1 (stereo not given)	82	107	63	88	85
64	CC(CN(C)C)CN1c2ccncc2Sc2ccncc21 (stereo not given)	101	112	/	122	94

entry	SN12C	TK-10	786-0	ACHN
57	67	/	59	45
58	97	128	103	92
59	5.1*	44	23	69
60	108	131	101	103
61	83	111	95	89
62	69	102	89	52
63	86	105	103	84
64	102	127	130	105

Following part
entry	compound	RXF 393	A498	UO-31	DU-145	CAKI-1
65	O=C1NC(=O)c2cc([N+](=O)[O-])ccc21	108	99	85	112	86
66	C=CCN=C1NC(=O)/C(=C/c2cc(C(C)(C)C)c(O)c(C(C)(C)C)c2)S1	62	/	67	84	48
67	CCOP1(=O)OC(C)CN(C)c2oc(-c3ccc(C)cc3)nc21 (stereo not given)	121	138	89	127	98
68	Cc1cc(C)c(/C=C2\C(=O)Nc3c2ccc(Cl)c3Cl)[nH]1	/	112	77	96	68

entry	SN12C	TK-10	786-0	ACHN
65	101	99	112	103
66	91	79	66	87
67	104	109	103	109
68	100	127	97	96
